Source: PubChem BioAssay (NCI)
All columns: NCI-60 one-dose screen, growth in % after 48 h at 10 µM unless noted; 100 = growth as untreated, 0 = no growth, -100 = all killed.
HT29: HT29 colon cancer. 81,000 tested, 7.4% active. AID 1794748
HCT-116: HCT-116 colon cancer; 82,000 tested, 7.3% active; AID 1794798
OVCAR-4: OVCAR-4 ovarian cancer cells; 80,000 tested, 3.7% active; AID 1794784
IGROV1: IGROV1 ovarian cancer; AID 1794786; 79,000 tested, 4.7% active
HCT-15: HCT-15 colon cancer; 82,000 tested, 5.2% active; AID 1794746
COLO 205: COLO 205 colon cancer | 79,000 tested, 7.3% active
KM12: KM12 colon cancer cells; 82,000 tested, 5% active; AID 1794800
SW-620: SW-620 colon cancer. AID 1794795. 82,000 tested, 5.2% active
SK-OV-3: SK-OV-3 ovarian cancer cells | 80,000 tested, 3.2% active | AID 1794785
* hit, by the source's call; nt = not tested or not shown; [ ] = dose if it differs, or a comment. The calls were made as follows: active = growth percent below 10; inactive = the rest.

No. | molecule | HT29 | HCT-116 | OVCAR-4 | IGROV1 | HCT-15
1 | O=c1[nH]c(N2CCOCC2)nc2c(-c3cccc4c3sc3ccccc34)cccc12 | 79 | 70 | 90 | 105 | 79
2 | NC(=O)c1ccccn1 | 102 | 99 | 103 | 103 | 96
3 | COc1ccc(Nc2ccc(N)cc2)cc1 | 103 | 103 | 106 | 97 | 101
4 | COc1cccc(CN2C(=O)OC(C)(COC(C)=O)C2=O)c1OC (stereo not given) | 106 | 89 | 103 | 107 | 104
5 | COc1ccc(C2=NOC(C(=O)N3CC(C)OC(C)C3)C2)cc1OC1CCCC1 (stereo not given) | 111 | 97 | 105 | 111 | 97
6 | Cc1cc(=O)oc2cc(OCCOc3ccc(/C=C/C(=O)Nc4ccc(Cl)cc4)cc3)ccc12 | 111 | 106 | 113 | 106 | 81
7 | Cc1ccc(-c2cc(C(=O)N=Nc3c(O)[nH]c4ccc(Cl)cc34)c3ccccc3n2)cc1 | 86 | 57 | 75 | 88 | 32
8 | O=C(Nc1c(Cl)cccc1Cl)Nc1c(Cl)cccc1Cl | 111 | 99 | 105 | 107 | 99

No. | COLO 205 | KM12 | SW-620 | SK-OV-3
1 | 108 | 90 | 107 | 97
2 | 106 | 96 | 106 | 100
3 | 110 | 102 | 106 | 107
4 | 115 | 103 | 105 | 107
5 | nt | 107 | 105 | nt
6 | 117 | nt | 107 | 105
7 | 107 | 59 | 80 | 101
8 | 123 | 111 | 106 | 112

Next part:
No. | molecule | HT29 | HCT-116 | OVCAR-4 | IGROV1 | HCT-15
9 | COc1ccc(C(=O)COc2ccc(/C=C3\C(=O)Nc4ccc(Cl)cc43)cc2)cc1 | 101 | 90 | 93 | 100 | 97
10 | COC(=O)/C=C1/SC(=NCc2ccccc2)N(Cc2ccco2)C1=O | 110 | 87 | 101 | 111 | 102
11 | C/C(=N\O)c1ccccc1 | 108 | 100 | 109 | 109 | 107
12 | CCO/C=N/c1oc(-c2ccccc2)cc1C#N | 97 | 96 | 101 | 84 | 94
13 | Nc1ccc(S(=O)(=O)Nc2cccc(N)c2)cc1 | 108 | 104 | 114 | 114 | 107
14 | CCCCCCCCCCCCCC1=NCC[N+]1(CCO)Cc1ccccc1 (stereo not given) | -89* | -91* | -28* | -73* | -89*
15 | CC(C)OC(=O)[C@H](C)NP(=O)(OC[C@H]1O[C@@H](n2cnc3sc4c(=O)[nH]c(N)nc4c32)C(F)(F)[C@@H]1OP(=O)(N[C@@H](C)C(=O)OC(C)C)Oc1ccccc1)Oc1ccccc1 (stereo not given in full) | 53 | 59 | 59 | 69 | 102
16 | COc1cc(-c2nc3occn3c2-c2ccnc(NCCCNS(=O)(=O)c3ccccc3)n2)ccc1F | 17 | 34 | 33 | 50 | 38

No. | COLO 205 | KM12 | SW-620 | SK-OV-3
9 | 110 | 100 | 100 | 95
10 | 99 | 103 | 108 | 100
11 | 111 | 108 | 104 | 106
12 | 105 | 94 | 96 | 102
13 | 120 | 112 | 97 | 110
14 | -75* | -85* | -78* | 49
15 | 53 | 43 | 77 | 80
16 | 29 | 30 | 65 | 59

Later entries
No. | molecule | HT29 | HCT-116 | OVCAR-4 | IGROV1 | HCT-15
17 | CCCCCCCCCCCCCCCCSC(=S)N1CCCCC1 | 119 | 104 | 112 | 87 | 115
18 | O=c1nc2sc3cc(F)ccc3cc-2s1 | 115 | 99 | 102 | 104 | 95
19 | C=CCN1C(=O)/C(=C/c2ccc(N(C)C)cc2)SC1=Nc1ccc(Cl)c(Cl)c1 | 83 | 88 | 101 | 85 | 74
20 | N#CC1CCCCCC1 | 104 | 111 | 112 | 117 | 99
21 | CCOc1nc2c(c(=O)n(C)c(=O)n2C)n1C | 103 | 97 | 101 | 117 | 99
22 | O=C(O)c1cc(-c2cccc(Cl)c2)nc2ccccc12 | 98 | 105 | 119 | 97 | 83
23 | COC1CC(OS(=O)(=O)c2ccc(C)cc2)C(O)C(C)O1 (stereo not given) | 107 | 97 | 109 | nt | 96
24 | COc1ccc(C2=NN(C(=O)c3ccc(S(C)(=O)=O)cc3)C(c3ccccc3)C2)cc1 (stereo not given) | 80 | 90 | 112 | 107 | 101

No. | COLO 205 | KM12 | SW-620 | SK-OV-3
17 | 106 | 112 | 109 | 103
18 | 111 | 114 | 102 | 98
19 | nt | 81 | 78 | nt
20 | 114 | 114 | 100 | 119
21 | 102 | 100 | 102 | 102
22 | 106 | 100 | 113 | 94
23 | 117 | 148 | 115 | 115
24 | 110 | 94 | 109 | 113

(continued)
No. | molecule | HT29 | HCT-116 | OVCAR-4 | IGROV1 | HCT-15
25 | CS(=O)(=O)Nc1cc(-c2ccc3ncnc(Nc4ccc5c(cnn5Cc5ccncc5)c4)c3c2)cnc1Cl | 65 | 75 | 85 | 0.6* | 92
26 | COCCOc1cnc2ccn([C@H](C)c3nnc4c(F)cc(-c5cnn(C)c5)cn34)c(=O)c2c1 | 104 | 100 | 88 | 66 | 96
27 | O=c1c(/C=N/Nc2nc(-c3ccccc3)cs2)coc2ccc(F)cc12 | 115 | 99 | 102 | 97 | 109
28 | CC(O)CNC(=O)Nc1ccccc1 (stereo not given) | 115 | 105 | 112 | 105 | 98
29 | COc1cccc2cc3c(nc12)CC(c1ccccc1)CC3=O (stereo not given) | 109 | 105 | 106 | 113 | 117
30 | Nc1cc(Cl)ccc1S(N)(=O)=O | 106 | 96 | 101 | 98 | 105
31 | CC(=O)c1cccc([N+](=O)[O-])c1 | 111 | 105 | 107 | nt | 113
32 | COc1cc(/C=C2\C(=O)Nc3cc(Cl)ccc32)ccc1OCc1ccccn1 | 115 | 98 | 97 | 75 | 92

No. | COLO 205 | KM12 | SW-620 | SK-OV-3
25 | 89 | 93 | 69 | 55
26 | 106 | 28 | 35 | 82
27 | 114 | 100 | 112 | 93
28 | 100 | 102 | 100 | 97
29 | 118 | 106 | 113 | 122
30 | 111 | 114 | 105 | 91
31 | 122 | 114 | 116 | 104
32 | 119 | 97 | 100 | 107

Remaining list, next part
No. | molecule | HT29 | HCT-116 | OVCAR-4 | IGROV1 | HCT-15
33 | CSc1ncc(C(N)=O)c(N)n1 | 97 | 99 | 120 | 103 | 108
34 | Cc1ccc(-c2csc(=N)n2CC(=O)N2CCOCC2)cc1 | 109 | 101 | 102 | 112 | 98
35 | COc1ccc2[nH]cc(C(c3ccccc3)N3CCCC3)c2c1 (stereo not given) | 105 | 95 | 108 | 89 | 103
36 | O=C(COc1ccc(/C=C2\C(=O)Nc3ccc(Cl)cc32)cc1)Nc1ccccc1 | 104 | 38 | 82 | 89 | 87
37 | N=C(N)Sc1cc(O)ccc1O | 115 | 108 | 114 | 59 | 103
38 | C=CCn1c(SCC(=O)Nc2cccc(C(=O)/C=C/c3cccc([N+](=O)[O-])c3)c2)nc2ccccc2c1=O | 95 | 8.9* | 92 | 97 | 79
39 | CCNC1(S(=O)(=O)O)C(=O)Nc2ccccc21 (stereo not given) | 108 | 100 | 105 | 98 | 106
40 | COc1cc2oc(-c3cccc(NC(=O)[C@@H](NC(=O)OC(C)(C)C)C(C)C)c3)cc(=O)c2c(OC)c1OC | 104 | 103 | 96 | 101 | 96

No. | COLO 205 | KM12 | SW-620 | SK-OV-3
33 | 137 | 109 | 113 | 102
34 | 113 | 110 | 114 | 114
35 | 109 | 104 | 107 | 107
36 | 112 | 96 | 87 | 85
37 | 111 | 123 | 121 | nt
38 | 117 | 104 | 62 | 116
39 | 121 | 103 | 97 | 111
40 | 111 | 103 | 98 | 130

Going on with the list.
No. | molecule | HT29 | HCT-116 | OVCAR-4 | IGROV1 | HCT-15
41 | O=C(O)c1cn(C2CC2)c2cc(N3CCN(C(=O)c4cc(-c5ccccc5)nc5ccccc45)CC3)c(F)cc2c1=O | 107 | 99 | 98 | 83 | 101
42 | O=C(CCl)NC(Cc1ccccc1)C(=O)OCC(=O)c1ccc(-c2ccccc2)cc1 (stereo not given) | 97 | 105 | 96 | 101 | 106
43 | S=C(Nc1ccccc1)Nc1ccccc1Cl | 104 | 78 | 84 | 85 | 98
44 | N#Cc1c(-c2cccc(F)c2)cc(-c2ccccn2)[nH]c1=O | 108 | 95 | 101 | 108 | 36
45 | COc1ccc2c(c1OC)C(=O)OC2CC(=O)c1ccc(O)cc1O (stereo not given) | 111 | 100 | 101 | nt | 99
46 | Fc1ccc(C2=NN(c3cc(Cl)cc(Cl)c3)C(c3cccc(Nc4ccnc5cc(C(F)(F)F)ccc45)c3)C2)cc1 (stereo not given) | 97 | 74 | 85 | 104 | 83
47 | O=C1Nc2cc(Cl)ccc2/C1=C\c1ccc(OCc2ccccn2)cc1 | 80 | 52 | 24 | 74 | 55
48 | CCCC(=O)OCc1ccco1 | 94 | 92 | 110 | 102 | 95

No. | COLO 205 | KM12 | SW-620 | SK-OV-3
41 | 107 | 100 | 95 | 85
42 | 108 | 98 | 94 | 105
43 | 117 | 107 | 117 | 105
44 | 115 | 100 | 101 | 112
45 | 119 | 107 | 100 | 104
46 | 94 | 72 | 95 | 112
47 | 103 | 78 | nt | 96
48 | 104 | 99 | 112 | 98

Other structures:
No. | molecule | HT29 | HCT-116 | OVCAR-4 | IGROV1 | HCT-15
49 | CC(C)(CNC1CCCCC1)OC(=O)c1ccccc1 | 96 | 103 | 110 | 106 | 98
50 | CCCCC1COc2cccc3c(SCC(=O)N(C)c4cccc(Cl)c4)cc[n+]1c23 (stereo not given) | 100 | 104 | 129 | 112 | 101
51 | Cc1nc(-c2cc3ccccc3oc2=O)ccc1C(=O)/C=C/c1ccc(N2CCOCC2)cc1 | 80 | 89 | 72 | 83 | 55
52 | Clc1ccc(-c2cc(-c3ccc(N4CCOCC4)cc3)n3c(n2)nc2ccccc23)cc1 | 95 | 98 | 107 | 100 | 104
53 | O=CNC1CCCCC1 | 113 | 108 | 91 | 114 | 102
54 | O=C1CC2C(CCC23OCCO3)c2ccc3ccccc3c21 (stereo not given) | 97 | 97 | 98 | 96 | 96
55 | CC1=CCC(OC(=O)C(C)(O)CCC(O)([C+](C)OC2(C)C=CC(O)(C(C)C)CC2)C(C)C)(C(C)C)CC1 (stereo not given) | 109 | 112 | 114 | 107 | 108
56 | CC(C)(C)c1ccc(C(=O)Nc2sc3cc(N4CCCC4)ccc3c2C(N)=O)cc1 | 106 | 102 | 106 | 97 | 84

No. | COLO 205 | KM12 | SW-620 | SK-OV-3
49 | 104 | 102 | 110 | 106
50 | 110 | 103 | 110 | 108
51 | 92 | 69 | 84 | 89
52 | 108 | 107 | 102 | 93
53 | 110 | 114 | 102 | 108
54 | 118 | 99 | 95 | 106
55 | 108 | 112 | 105 | 100
56 | 96 | 95 | 93 | 101

Continuation:
No. | molecule | HT29 | HCT-116 | OVCAR-4 | IGROV1 | HCT-15
57 | Nc1ncnc2c1c(-c1ccccc1)nn2CC(=O)N1CCCCC1 | 94 | 99 | 93 | 93 | 112
58 | Cc1cc(C)nc(SC2=C(Nc3ccc(C)c(Cl)c3)C(=O)N(Cc3ccccc3)C2=O)n1 | 46[30 µM] | 43[30 µM] | 58[30 µM] | 45[30 µM] | 63[30 µM]
59 | COC(=O)CCC[C@@H]1O[C@@H](c2ccccc2)[C@@H](I)[C@H]1O | 105 | 102 | 108 | 107 | 104
60 | O=C1CCCCC1Sc1ccc(Cl)cc1 (stereo not given) | 108 | 91 | 99 | 83 | 93
61 | Cn1c(SCC(=O)c2ccccc2)nc2ccccc2c1=O | 101 | 97 | 65 | 81 | 91

No. | COLO 205 | KM12 | SW-620 | SK-OV-3
57 | 116 | 99 | 111 | 100
58 | 81[30 µM] | 66[30 µM] | 71[30 µM] | 99[30 µM]
59 | 108 | 105 | 96 | 97
60 | 112 | 128 | 98 | 121
61 | 114 | 94 | 100 | 95

As a working copy, eleven of the compounds above.
No. | molecule | HT29 | HCT-116 | OVCAR-4 | IGROV1 | HCT-15
50 | CCCCC1COc2cccc3c(SCC(=O)N(C)c4cccc(Cl)c4)cc[n+]1c23 (stereo not given) | 100 | 104 | 129 | 112 | 101
51 | Cc1nc(-c2cc3ccccc3oc2=O)ccc1C(=O)/C=C/c1ccc(N2CCOCC2)cc1 | 80 | 89 | 72 | 83 | 55
52 | Clc1ccc(-c2cc(-c3ccc(N4CCOCC4)cc3)n3c(n2)nc2ccccc23)cc1 | 95 | 98 | 107 | 100 | 104
53 | O=CNC1CCCCC1 | 113 | 108 | 91 | 114 | 102
54 | O=C1CC2C(CCC23OCCO3)c2ccc3ccccc3c21 (stereo not given) | 97 | 97 | 98 | 96 | 96
55 | CC1=CCC(OC(=O)C(C)(O)CCC(O)([C+](C)OC2(C)C=CC(O)(C(C)C)CC2)C(C)C)(C(C)C)CC1 (stereo not given) | 109 | 112 | 114 | 107 | 108
56 | CC(C)(C)c1ccc(C(=O)Nc2sc3cc(N4CCCC4)ccc3c2C(N)=O)cc1 | 106 | 102 | 106 | 97 | 84
57 | Nc1ncnc2c1c(-c1ccccc1)nn2CC(=O)N1CCCCC1 | 94 | 99 | 93 | 93 | 112
58 | Cc1cc(C)nc(SC2=C(Nc3ccc(C)c(Cl)c3)C(=O)N(Cc3ccccc3)C2=O)n1 | 46[30 µM] | 43[30 µM] | 58[30 µM] | 45[30 µM] | 63[30 µM]
59 | COC(=O)CCC[C@@H]1O[C@@H](c2ccccc2)[C@@H](I)[C@H]1O | 105 | 102 | 108 | 107 | 104

No. | COLO 205 | KM12 | SW-620 | SK-OV-3
50 | 110 | 103 | 110 | 108
51 | 92 | 69 | 84 | 89
52 | 108 | 107 | 102 | 93
53 | 110 | 114 | 102 | 108
54 | 118 | 99 | 95 | 106
55 | 108 | 112 | 105 | 100
56 | 96 | 95 | 93 | 101
57 | 116 | 99 | 111 | 100
58 | 81[30 µM] | 66[30 µM] | 71[30 µM] | 99[30 µM]
59 | 108 | 105 | 96 | 97

No. | molecule | HT29 | HCT-116 | OVCAR-4 | IGROV1 | HCT-15
60 | O=C1CCCCC1Sc1ccc(Cl)cc1 (stereo not given) | 108 | 91 | 99 | 83 | 93

No. | COLO 205 | KM12 | SW-620 | SK-OV-3
60 | 112 | 128 | 98 | 121
